Source: PubChem (several laboratories)
Glyco luc inh: N-linked glycosylation inhibition; D54 ERlucT glycosylation luciferase reporter, 24 h; percent of 100 nM tunicamycin response; reporter increase, % at 12.5 µM; 360,000 compounds, 0.23% hits; AID 588692;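 active means mean luciferase reporter signal, scaled so untreated is 0 and the glycosylation-blocking control 100, at or above a set limit in every replicate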;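 further: luciferase carries N-glycosylation sites so blocking glycosylation raises the light; 0% = median of neutral control wells and 100% = median of 100 nM tunicamycin wells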
aDG glyco act: alpha-DG glycosylation activation; AID 624168; Pro5-aDG cells, alpha-DG glycosylation AlphaScreen (IIH6); 0% Pro5, 100% B10-LARGE cell signal; activation, % at 10 µM; 360,000 compounds, 0.22% hits;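 active means activation of at least 8% versus controls, or a plate z-score of at least 8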;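 further: Pro5 are CHO cells carrying HIG-tagged alpha-DG that lacks glycosylation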
ABCB6 inh 2: human ABCB6 transporter inhibition; fluorescence ratio to DMSO, % at 10 µM; 360,000 compounds, 0.19% hits; AID 602162; Q9NP58; K562-ABCB6 porphyrin accumulation, flow cytometry, 1 h; hits give low values;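 active means fluorescence ratio to DMSO below 75%, the collection mean minus 3 SD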;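 further: signal is porphyrin accumulated inside mitochondria; 100% equals median channel fluorescence of DMSO control wells; lower ratio means ABCB6 inhibition with less porphyrin fluorescence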
Vif inh: blocks HIV Vif function; HEK293T cells, Vif self-association by quenched fluorescence, imaging, 24 h; inhibition, % at 7.49 µM; 340,000 compounds, 0.35% hits; AID 602346; in the data active means inhibition above about 50%, passing the limit was not always enough; further: some results filed as inactive read as strong as hits
HTR2A ag: agonists of mouse serotonin 5-HT2A receptor (HTR2A). P35363. CHO-K1 mHTR2A beta-arrestin complementation, luminescence; percent of 30 µM serotonin response. activation, % at 7.6 µM. 360,000 compounds, 0.66% hits. AID 624169;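 active means activation above a run cutoff, the mean activation of all tested compounds plus 3 SD, cut at about 14% in these data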;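 further: 0% = plate median of compound wells and 100% = 30 µM serotonin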
Target sequence (P35363 whole entry, looked up): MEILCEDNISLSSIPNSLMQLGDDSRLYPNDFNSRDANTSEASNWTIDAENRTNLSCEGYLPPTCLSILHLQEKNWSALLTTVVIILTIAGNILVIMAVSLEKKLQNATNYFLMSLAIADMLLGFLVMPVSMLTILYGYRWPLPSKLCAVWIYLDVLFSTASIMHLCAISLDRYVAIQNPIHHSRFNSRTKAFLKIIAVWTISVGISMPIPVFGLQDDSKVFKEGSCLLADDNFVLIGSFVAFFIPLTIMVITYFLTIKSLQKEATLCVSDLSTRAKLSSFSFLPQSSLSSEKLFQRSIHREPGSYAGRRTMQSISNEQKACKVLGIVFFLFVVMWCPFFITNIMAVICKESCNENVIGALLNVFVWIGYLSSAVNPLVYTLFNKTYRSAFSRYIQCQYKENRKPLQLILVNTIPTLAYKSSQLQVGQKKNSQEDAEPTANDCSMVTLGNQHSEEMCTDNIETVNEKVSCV
Cardio protect: modulators protecting cardiomyocytes from myocardial damage; AID 588492; 360,000 compounds, 0.63% hits; protection from H2O2 cell death, % at 20 µM; H9c2 cardiomyocytes, H2O2 injury protection, ATPLite, 2 h;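 active means compounds giving at least 50% protection of heart cells from peroxide-induced death in the single-dose screen, raw or plate-pattern-corrected value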;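 further: 0% = DMSO wells with peroxide and 100% = DMSO wells without peroxide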
CaV13 FRET inh: Disruptors of the CACNA1D IQ motif to Ca2+-dependent inactivation inhibitor domain association, primary screening, Förster resonance energy transfer in intact living … | HEK cells, CFP/YFP FRET ICDI-IQ, plate reader, 10 min; percent FRET-ratio fall versus neutral wells | AID 743397 | 340,000 compounds, 0.098% hits | inhibition, % at 12.3 µM;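 active means mean replicate inhibition of at least 30% and at least 1% of replicates passing that level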;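 further: 0% = median of the neutral control wells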
Exocytosis inh: blocks lytic granule exocytosis; TALL-104 LAMP-1 surface exposure, flow cytometry; cells stimulated with thapsigargin and PMA; inhibition, % at 10 µM; 360,000 compounds, 0.66% hits; AID 651702;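 active means inhibition above about 55%, limit read from the data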
iPSC survival up: increases survival of single human iPS cells; hiPSC single-cell survival, ATPlite luminescence; 100% = ROCK inhibitor wells, 0% = DMSO; survival enhancement, % at 20 µM; 360,000 compounds, 0.044% hits; in the data active means survival enhancement above about 18%;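 further: cells exposed to compounds for 16 hours before the ATP read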
PDI turbidity: inhibitors of human protein disulfide isomerase | PDI insulin aggregation turbidity, A650, 90 min | inhibition, % at 10 µM | 350,000 compounds, 0.052% hits | AID 588391;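 active means mean inhibition across replicates of 30% or more, whatever share of single replicates reach that level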;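 further: absorbance from insulin aggregation driven by PDI reduction with DTT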
Target sequence (P07237 whole entry, looked up): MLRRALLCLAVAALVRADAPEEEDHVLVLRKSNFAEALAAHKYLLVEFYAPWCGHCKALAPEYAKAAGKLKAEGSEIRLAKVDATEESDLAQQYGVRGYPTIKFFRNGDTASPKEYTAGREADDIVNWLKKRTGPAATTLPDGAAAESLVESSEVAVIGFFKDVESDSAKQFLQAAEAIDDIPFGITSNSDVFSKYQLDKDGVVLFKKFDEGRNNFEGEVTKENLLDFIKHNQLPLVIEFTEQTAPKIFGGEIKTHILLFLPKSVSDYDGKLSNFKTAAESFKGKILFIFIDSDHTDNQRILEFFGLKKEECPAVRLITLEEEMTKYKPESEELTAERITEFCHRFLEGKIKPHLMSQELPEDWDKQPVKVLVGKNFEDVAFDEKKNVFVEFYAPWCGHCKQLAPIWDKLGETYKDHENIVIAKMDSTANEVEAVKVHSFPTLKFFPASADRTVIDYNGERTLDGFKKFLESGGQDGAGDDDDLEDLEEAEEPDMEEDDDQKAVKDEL
The depositor's hits bear a star; . = not tested or not shown.

Values run as follows: iPSC survival up	HTR2A ag	Cardio protect	Vif inh	PDI turbidity	aDG glyco act	CaV13 FRET inh	Glyco luc inh	ABCB6 inh 2	Exocytosis inh
c1ccc(Nc2nc(N3CCCC3)nc(N3CCCC3)n2)cc1
    1.5	-5	-2	-8	0	-0.3	-7	-2	92	9
C[C@H](CO)N1C[C@H](C)[C@@H](CN(C)C(=O)Nc2ccccc2)Oc2ccc(NC(=O)c3ccncc3)cc2C1=O
    4.1	2	-3	4	0	0.0	-5	0	102	18
CN1CCOc2cc(S(=O)(=O)NCc3ccc(S(N)(=O)=O)cc3)ccc21
    0.3	14	6	4	-5	-0.1	-3	0	98	2
CC1=C(C(=O)OCC2CCCO2)C(c2ccsc2)C2=C(CC(C)(C)CC2=O)N1 (stereo not given)
    0.1	-6	2	-6	3	-0.3	2	-2	96	-6
Nc1nnn(CC(=O)N/N=C/c2ccc(Cl)cc2Cl)n1
    0.0	1	0	6	0	-0.1	-5	1	103	-2
Cc1ccsc1/C=N/NC(=O)Cc1ccc([N+](=O)[O-])cc1
    -0.1	-2	-4	5	-1	0.3	-4	1	94	-7
CC(NC(=O)Cc1ccc(S(=O)(=O)N2CCCCC2)cc1)c1ccccc1 (stereo not given)
    -0.5	-8	-1	4	-1	-0.2	-6	-1	99	7
N#Cc1c(NC(=O)c2cnn3cccnc23)sc2c1CCCC2
    -0.5	1	-11	2	1	-0.5	-3	3	102	-1
CC(=O)Nc1cc[n+](CC(=O)c2ccc(Cl)cc2)cc1
    -0.7	-5	-2	-4	0	-0.1	-4	1	88	-1
CCc1ccc(NC(=O)N2CCN(c3ccc(F)cc3)CC2)cc1
    0.6	-5	-5	2	2	0.5	-4	0	108	0
COc1ccc(/C=C/C=C2\N=C(SC)SC2=O)cc1
    -2.8	2	-8	2	4	0.0	-18	1	106	-2
O=C(CSc1nnc(SCC(=O)NCc2ccc3c(c2)OCO3)s1)NCc1ccc2c(c1)OCO2
    0.6	3	2	-2	-9	0.1	-5	1	98	-1
COc1ccc(S(=O)(=O)N2CCOCC2)cc1NC(=O)Cc1ccccc1Cl
    1.0	-7	1	-13	19	-0.2	-9	-1	94	1
COCCC(=O)N1CCC(Oc2ccc(C(=O)NCc3cccc(C)n3)cc2)CC1
    0.3	1	4	9	2	-0.2	-6	0	102	-2
O=C(NCc1ccco1)/C(=C/c1cccc([N+](=O)[O-])c1)NC(=O)c1ccco1
    -0.6	-5	4	6	1	0.0	-3	-3	99	-4

The listing continues:
Values run as follows: iPSC survival up	HTR2A ag	Cardio protect	Vif inh	PDI turbidity	aDG glyco act	CaV13 FRET inh	Glyco luc inh	ABCB6 inh 2	Exocytosis inh
Cc1ccccc1NC(=O)N1CCC(C(=O)c2ccc(F)cc2)CC1
    -2.8	-2	4	4	1	0.0	10	4	92	5
COc1ccc(C(=O)NCc2ccccc2C)cc1S(=O)(=O)NC1CCCC1
    -1.1	-7	1	-2	1	-0.3	-2	-1	95	0
CCN(c1ccc(C)cc1)S(=O)(=O)c1nnc(NC(=O)c2ccco2)s1
    -0.2	-1	-3	1	-3	0.2	-2	0	101	0
CCOCCOC(=O)c1[nH]c2c(c1C)C(=O)CC(c1cc(OC)c(OC)c(OC)c1)C2 (stereo not given)
    -0.2	11	-16	-11	1	0.6	-20	1	94	-1
Cc1ccc(S(=O)(=O)N(C)C[C@@H]2Oc3ccc(NC(=O)CCC(F)(F)F)cc3CC(=O)N([C@@H](C)CO)C[C@@H]2C)cc1
    -0.5	2	5	.	3	-0.2	-5	33*	106	0
O=C(N/N=C/c1ccc(Cl)cc1)c1nc2ccc([N+](=O)[O-])cc2c(=O)[nH]1
    6.7	1	9	-1	-8	0.1	6	2	107	-1
C=CC[C@H](CC(=O)NCCO)C(=O)N[C@@H](C)COC(=O)[C@@H](CC=C)CC(=O)OC(C)(C)C
    4.4	-2	-2	-4	-1	-0.1	-11	4	96	3
COc1ccc(NC(=O)c2ccc(-n3cncn3)c([N+](=O)[O-])c2)cc1
    0.7	1	-2	15	-5	-0.2	7	3	88	1
O=C(N/N=C/c1cccc(O)c1)C(=O)N1CCCCCC1
    -0.1	-4	17	1	-6	-0.2	-3	-1	102	-2
O=[N+]([O-])c1cccc(-c2noc(-c3ccco3)n2)c1
    -0.1	4	2	-10	3	0.1	-21	-3	101	1
CCn1c(COc2ccccc2OC)nnc1SCC#N
    -0.1	-1	3	2	5	0.2	-5	1	96	-4
COc1ccc(NC(=O)C(=O)NCCC2CCCCN2S(=O)(=O)c2ccccc2)cc1 (stereo not given)
    -0.6	3	2	17	-1	0.1	-1	18	102	15
COc1cc(CN2CCN(C(=O)c3ccc(-c4ccccc4)cc3)CC2)cc(OC)c1OC
    -0.1	-2	-3	-1	-3	0.3	-6	1	98	-2
CCCS(=O)(=O)N1CCC(C(=O)NCc2ccc3c(c2)OCO3)CC1
    -0.6	3	-3	-1	8	0.1	-7	0	93	4
COc1cc(/C(C#N)=C/c2cccc3ccccc23)c([N+](=O)[O-])cc1OC
    0.9	-2	10	0	10	0.5	-3	-1	98	4

Next part.
Values run as follows: iPSC survival up	HTR2A ag	Cardio protect	Vif inh	PDI turbidity	aDG glyco act	CaV13 FRET inh	Glyco luc inh	ABCB6 inh 2	Exocytosis inh
CCOc1ccccc1NC(=O)C(CC)Sc1nc2ccncc2[nH]1 (stereo not given)
    0.3	3	2	-2	5	0.2	-8	2	102	-1
O=C(Nc1ccc(Cl)cc1)OCc1ccccn1
    -0.2	-2	-11	-1	-4	0.1	-5	1	95	-3
Cc1cc(C#N)c2ccccc2n1
    1.5	10	3	-6	0	-0.1	.	1	106	12
Cc1ccccc1C(=O)N/C(=C/c1ccc(-c2cccnc2Cl)o1)C(=O)NCCCN1CCN(C)CC1
    3.6	2	-3	0	-6	-0.2	-6	-2	97	1
Cc1cc(S(=O)(=O)NCC(C)C)ccc1OCC(=O)NC1CC1
    -0.4	8	-2	-1	-4	0.3	-3	3	104	0
OC(c1cccnc1)c1nc(/C=C/c2ccc(C(F)(F)F)cc2)cs1 (stereo not given)
    6.1	1	-10	-29	-4	-0.1	-9	-1	95	-10
O=C(O)CC12CC3CC(C1)CC(n1ncc(NCc4ccccc4)c(Cl)c1=O)(C3)C2
    0.4	3	-4	.	-3	-0.1	-5	2	99	-3
CCC(=O)Nc1nc2nc(C)cc(=O)n2[nH]1
    -0.3	1	8	0	3	-0.2	.	3	89	2
CCOc1cc(S(=O)(=O)NCc2ccccn2)ccc1Cl
    -0.2	0	-1	-3	-1	0.2	-9	0	99	0
c1ccc(-c2ccc(-c3nc(-c4cccnc4)no3)cc2)cc1
    -2.5	-3	-18	-8	5	0.3	-5	-9	100	19
CC(=O)Nc1ccc(OCc2nnc(-c3ccc(Cl)cc3)o2)cc1
    -0.6	3	-13	-2	6	1.0	-3	2	100	0
COc1cc(NC(=O)CSc2nc3c(c(=O)n(C)c(=O)n3C)n2C)cc(OC)c1
    0.9	1	6	-16	4	0.1	-5	2	103	-6
Cn1c2ccccc2n2c(=O)c(=O)n(CC(=O)c3ccc(Cl)cc3)nc12
    -0.7	2	3	-9	10	-0.1	-5	3	100	3
Cc1nc(C)c(C(=O)OCC(=O)Nc2cccc(C)c2C)s1
    -0.8	2	0	-2	-2	1.6	-2	1	100	3
COc1ccc(CC2(CO)CCN(S(=O)(=O)c3cccc4cccnc34)CC2)cc1
    0.5	11	0	6	6	-0.1	10	-2	100	-2

Additional results follow:
Values run as follows: iPSC survival up	HTR2A ag	Cardio protect	Vif inh	PDI turbidity	aDG glyco act	CaV13 FRET inh	Glyco luc inh	ABCB6 inh 2	Exocytosis inh
N#Cc1cc([N+](=O)[O-])ccc1Oc1ccc(-c2nnco2)cc1
    -0.5	-2	1	15	2	0.2	-3	-1	96	-11
CCC(C)N1C(=O)CCC1C(=O)N1CCN(c2ccc(F)cc2)CC1 (stereo not given)
    0.1	8	2	7	1	0.3	-5	0	98	-1
CS(=O)(=O)Nc1ccccc1-c1cccc2nccn12
    0.0	2	9	-1	8	-0.3	-5	3	68*	-6
CC(C)(C)C(=O)Nc1ccc(C(=O)NCc2cccnc2)cc1
    6.5	5	-5	-3	1	0.2	-5	1	104	-3
Cc1nc(-c2cccnc2)sc1C(=O)N/N=C/c1ccccc1Cl
    -0.7	-7	7	-6	8	0.0	-17	1	95	-4
COc1ccc(NC(=O)c2ccc(C(=O)Nc3ccc(OC)cc3OC)cc2)c(OC)c1
    -0.3	2	4	-1	-5	-0.1	-7	-1	100	1
O=C(Nc1ccc(Oc2cccc(C(F)(F)F)c2)nc1)c1cccs1
    -0.4	-1	-6	-8	12	0.3	-3	-6	97	3
CCCN(CCC)c1ccc(/C=N/NC(=O)CN2CCOCC2)cc1
    -2.6	2	2	5	2	0.5	.	3	94	-1
Cc1cc(OCc2cc(C(=O)N(C)C3CCOC3)no2)cc(C)c1Cl (stereo not given)
    -0.7	1	-4	-6	-1	-0.2	-3	-5	100	0
COc1ccc(NCc2nnc(SCC(=O)c3ccc(C)cc3)o2)cc1
    -1.1	1	-1	0	6	0.1	-4	-1	95	4
CCOc1ccc(Cl)cc1-c1cc(C(=O)NCc2ccccc2OC)[nH]n1
    -2.3	-6	1	-3	-3	0.4	-5	-5	101	-1
CC(=O)c1ccc(OC(=O)CCc2ccccc2)cc1
    0.0	0	-3	1	5	-0.1	-3	2	101	2
COC(=O)C1CCN(C(=O)COC(=O)c2cc([N+](=O)[O-])ccc2N2CCOCC2)CC1
    2.8	10	-5	-1	-16	0.2	-5	-1	91	-4
COc1cc(NC(=O)C(c2ccccc2)c2ccccc2)c(C(=O)O)cc1OC
    0.9	-5	8	15	3	-0.1	-2	0	99	-2
COc1cccc(N2CCN(C(=S)NCc3ccco3)CC2)c1
    -1.3	-3	10	-4	5	-0.1	-5	-1	99	-4

Later entries
Values run as follows: iPSC survival up	HTR2A ag	Cardio protect	Vif inh	PDI turbidity	aDG glyco act	CaV13 FRET inh	Glyco luc inh	ABCB6 inh 2	Exocytosis inh
COc1ccc(C2=C(Nc3ccc(F)cc3)c3ccccc3C2=O)cc1
    -1.3	-1	-6	.	6	-0.2	.	3	101	-3
COC(=O)CSc1ccsc1C(=O)O
    -0.5	0	4	16	15	-0.4	5	2	99	0
Cc1ccc2nc(-c3ccco3)c(Cc3ccccc3)n2c1
    0.0	4	-3	.	.	-0.1	-10	1	107	4
N#C/C(=C\c1c(N2CCCCCC2)nc2ccccn2c1=O)C(=O)NCc1ccco1
    -0.6	-5	8	-13	0	0.0	-20	0	103	3
Cc1ccc(-n2c(N)c(C(=O)N3CCOCC3)sc2=S)cc1
    -0.7	-4	1	.	-2	0.2	-4	1	104	10
COc1ccc(NC(=S)N2CCC(Cc3ccccc3)CC2)cc1
    -0.3	3	-15	0	1	0.2	-6	-2	92	0
CN(C(=O)COC(=O)CNC(=O)c1ccccc1Cl)c1ccccc1
    0.3	0	8	3	0	-0.1	5	2	100	-8
Cc1nc2ccc(NS(=O)(=O)c3c(C)c(C)cc(C)c3C)cc2s1
    -2.6	-3	-28	-3	2	1.6	-4	5	94	1
COc1cc(Nc2ccc(S(N)(=O)=O)cc2)c([N+](=O)[O-])nc1[N+](=O)[O-]
    0.1	5	15	-2	-7	-0.1	-5	1	99	11
COC(=O)C[C@H]1c2cc(C(F)(F)F)ccc2S(=O)(=O)N1c1ccc(N(C)C)cc1
    1.3	-2	-4	.	-1	0.0	-4	0	97	6
CC(C)C[C@@H]1CN(CCCC[C@H]2CNC(=O)C(=O)N2CCC2CCCCC2)C(=O)C(=O)N1CC1CCCCC1
    -0.7	12	.	.	.	-0.1	-5	.	99	1
